Screens as filed in PubChem.
AID inh = activation induced cytidine deaminase inhibition; Q9GZX7; AID deamination FRET fluorescence, UDG-coupled, 4 h; Potency, µM (top dose mostly 115 µM), for inactives: at the top dose activity change, negative = inhibition, hits mostly inhibitors; 91,000 compounds, 0.32% hits; AID 1347428; note: nearly all actives have a fitted effect of over 25% in size
Target sequence (Q9GZX7 whole entry, looked up): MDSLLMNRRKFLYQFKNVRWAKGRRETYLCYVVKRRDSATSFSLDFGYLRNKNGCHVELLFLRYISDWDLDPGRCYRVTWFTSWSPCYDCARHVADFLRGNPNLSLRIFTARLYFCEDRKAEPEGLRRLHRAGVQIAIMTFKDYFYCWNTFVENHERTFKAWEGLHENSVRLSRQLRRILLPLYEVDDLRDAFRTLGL
UDG counterscr = counter-screen for AID inhibitors: uracil-DNA glycosylase inhibition; FRET deamination/UDG coupled assay, UDG read, 4 h; Potency, µM (doses to about 115 µM), inactives show top-dose activity change, negative = inhibition, actives largely listed as inhibitors; 91,000 compounds, 0.14% hits; note: nearly all actives have a fitted effect of over 65% in size
Numbers without * were called inactive; ? = inconclusive; [ ] = another dose, or the depositor's remark. Calls come from the whole dose curve; as a rule, active = well fitted curve in the direction sought with a large enough effect; inconclusive = small, poorly fitted or top-dose-only effect, or another doubt; inactive = no such curve, though single readings can be large; an effect the other way counts as inactive or inconclusive. % is set by controls: 0 for no effect and ±100 for the full control effect; potency is the fitted concentration of half-maximal effect. This is a subset. The share of hits here may be higher or lower than overall.

SMILES	AID inh	UDG counterscr
S=C1NC2=C(CCc3ccccc32)C(c2ccccc2Cl)N1 (stereo not drawn)	12%	1%
CC(C)NC(=O)Cc1cccs1	-1%	0%
O=S(=O)(c1ccccc1)c1nc(-c2ccco2)oc1NCCN1CCOCC1	-4%	-12%
COc1ccccc1CNC(=O)c1ccc(C(C)(C)C)cc1	-8%	-3%
COc1ccc(NC(=O)c2oc3ccccc3c2NC(=O)c2cccc(F)c2)c(OC)c1	8%	0%
CCOc1ccc(-c2nonc2NC(=O)c2ccccc2C)cc1	-2%	5%[57.5 µM]
Cc1c(CC(=O)NCCc2ccccc2F)c(=O)oc2cc(O)ccc12	-3%	1%
CCc1ccc(NC(=O)c2ccc(F)c(S(=O)(=O)N3CCN(c4ccc(OC)cc4)CC3)c2)cc1	13%	-2%
CCOC(=O)C1CCC(CN(Cc2cccc(Br)c2)S(=O)(=O)c2ccc(C)cc2)CC1 (stereo not drawn)	?	?
CCNC(=O)CN1C(=O)CN(C(=O)NCc2ccccc2)c2ccccc21	-11%	4%
CCOc1nc(-c2ccccc2)ccc1-c1noc(-c2ccc(C)cc2)n1	41%[activator]	21%
CC(C)NC(=O)CN(C)c1nc(-c2ccncc2)nc2ccccc12	-4%	-11%
O=C(NCc1cccc(Cl)c1)N1CC=C(c2ccc(F)cc2)CC1	-5%	-8%
O=C(NCc1cccnc1)c1cc(-c2cccnc2)nc2ccccc12	0%	3%
Cc1cccc(NC(=O)c2c(NC(=O)c3ccccc3)sc3c2CCC3)c1	2%	18%
Cc1nn(CC(=O)N2CCN(c3ccc(Cl)cc3)CC2)c(=O)c2cccn12	-10%	30%
Cc1cccc(N2CCN(S(=O)(=O)c3c(C)[nH]c(=O)[nH]c3=O)CC2)c1C	1%	-4%
Cc1ccc(C)c(N2CCN(CCCNc3ncnc4onc(-c5ccc(Cl)cc5)c34)CC2)c1	?	-23%
COc1ccc2cc(C(C)C(=O)NC3CCCCC3)ccc2c1 (stereo not drawn)	0%	-3%
CCc1cccc(CC)c1NC(=O)c1cc(S(=O)(=O)N2CCc3ccccc32)cn1C	1%	7%
N#Cc1ccccc1NC(=O)c1ccccc1Oc1ccccc1	-2%	0%
Cc1ccccc1-c1noc(-c2cc(-c3ccc(F)cc3)n[nH]2)n1	-14%	7%
O=C(NCc1cccc(C(F)(F)F)c1)c1ccc2c(c1)CCC2	5%	-6%
CCOc1cc(C(=O)N2CC(=O)Nc3ccc(F)cc3C2c2ccccc2)cc(OCC)c1OCC (stereo not drawn)	3%	-7%
COc1ccc(NC(=O)c2[nH]nc3c2CSc2ccccc2-3)c(OC)c1	-7%	11%
Cc1ccccc1-n1cnnc1SCCC(=O)Nc1ccc(S(=O)(=O)N(C)C)cc1	-25%	-5%
COc1cccc(CNC(=O)c2ccc(-c3nc(CS(=O)c4ccccc4)c(C)o3)cc2)c1 (stereo not drawn)	?	-29%
CC(C)N(C(=O)CC(C#N)(CC(=O)N(C(C)C)C(C)C)c1nc2ccccc2s1)C(C)C	1%	2%
Cc1cccc(CNC(=O)C2CCN(c3nnc(-n4c(C)ccc4C)s3)CC2)c1	0%	-2%
CC1(C)CC(=O)C2=C(C1)OC(N)=C(C#N)C2c1ccc(-c2ccc(Br)cc2)o1 (stereo not drawn)	4%	7%
Cc1ccc(-n2nnc(-c3nc(-c4ccccc4Cl)no3)c2C)cc1F	-11%	-9%
O=C(COc1ccc(-n2cnnn2)cc1)N1CCN(S(=O)(=O)c2ccc3c(c2)CCC3)CC1	-8%	2%
CCOc1ccc(-c2cc(OC(=O)c3ccccc3)c3c(C)oc(C)c3c(=O)c2)cc1	-4%	-11%
COc1ccccc1CNC(=O)C(=O)NCC(c1cccs1)S(=O)(=O)c1ccccc1 (stereo not drawn)	-19%	-29%
CC(=O)Nc1ccc(C)c(NC(=O)C2(c3cccc(Br)c3)CC2)c1	-4%	5%
O=C(/C=C/c1ccc(O)cc1)c1ccc(-c2ccccc2)cc1	-2%	-5%
COC(=O)c1ccc(-c2ccc(C(=O)O)cc2)cc1	-12%	-2%
CC(Oc1ccc(F)cc1)C(=O)N1CCN(Cc2nc(N)c3ccccc3n2)CC1 (stereo not drawn)	4%	6%
CC(C)(C)c1cc(C(=O)O)cc(C(C)(C)C)c1O	6%	-6%
CN(CCCC#N)CC1COc2ccccc2O1 (stereo not drawn)	2%	-3%
COc1ccccc1NC(=O)c1cc(S(=O)(=O)N2CCN(c3ccccc3Cl)CC2)ccc1F	?	-7%
COc1ccc2c(c1)Cc1sc(NC(=O)c3ccccc3Br)nc1-2	?	?
COc1ccc(NC(=O)c2c(C)oc3ccc(O)c(CN4CCCCCC4)c23)cc1Cl	-30%	-8%
CCn1c(SCC(=O)Nc2ccc(C)c(C)c2)nnc1-c1nonc1NC(C)=O	-7%	6%
CC(C)c1ccc(S(=O)(=O)c2nnn3c2nc(N2CCCC2)c2sccc23)cc1	10%	-8%
O=C(O)c1ccc(Sc2ccccc2C(=O)O)c([N+](=O)[O-])c1	0%	2%
COc1ccc(OC)c(/C=C(\C#N)c2nc(-c3ccc(F)cc3)cs2)c1	14%	-3%
COc1ccccc1NC(=O)c1cc2c(=O)oc3ccc(C)cc3c2s1	8%	-6%

6 entries out of the list above, ordered by the value under AID inh, falling.
mol,AID inh
COc1ccc(OC)c(/C=C(\C#N)c2nc(-c3ccc(F)cc3)cs2)c1,14%
CCOc1ccc(-c2nonc2NC(=O)c2ccccc2C)cc1,-2%
CCOc1ccc(-c2cc(OC(=O)c3ccccc3)c3c(C)oc(C)c3c(=O)c2)cc1,-4%
O=C(NCc1cccc(Cl)c1)N1CC=C(c2ccc(F)cc2)CC1,-5%
Cc1ccc(-n2nnc(-c3nc(-c4ccccc4Cl)no3)c2C)cc1F,-11%
COC(=O)c1ccc(-c2ccc(C(=O)O)cc2)cc1,-12%

(list continues)
SMILES	AID inh	UDG counterscr
CC(Sc1nccn1C)C(=O)Nc1sc2c(c1C#N)CCCCC2 (stereo not drawn)	-6%	-3%
CCCn1c(N)c(N2CCOCC2)c(=O)n(CC(=O)Nc2ccc(C)cc2)c1=O	4%	0%
CCNC(=S)N/N=C(/C)c1cccc(F)c1	-6%	-10%
CN(Cc1ccccc1)C(=O)c1cccc(NC(=O)c2nsc3ccccc23)c1	?	-8%
Cc1ccc(NS(=O)(=O)c2ccc3[nH]c(=O)oc3c2)c(C)c1	-6%	2%
O=C(Nc1ccccc1Cl)C12CC3CC(CC(C3)C1)C2	-3%	-2%
COc1ccccc1N1CCN(S(=O)(=O)CCNC(=O)COc2ccccc2F)CC1	11%	-1%
Cc1cc(OCC(=O)Nc2ccc3nsnc3c2)cc(C)c1Cl	27%	3%
CCOC(=O)C1=C(C)Nc2ncnn2C1c1cccc(O)c1 (stereo not drawn)	-7%	6%
Cc1ccc(-c2csc(Nc3ccc(O)cc3)n2)c(C)c1	-10%	-10%
COc1cc(OC)cc(C(=O)/C(=C\c2ccco2)c2nc3ccccc3o2)c1	-11%	-19%
COc1cc(C#N)ccc1OC(C)C(=O)c1ccc(Br)cc1 (stereo not drawn)	-8%	-6%

2 compounds picked at random from the list so far:
SMILES	AID inh	UDG counterscr
COc1cc(C#N)ccc1OC(C)C(=O)c1ccc(Br)cc1 (stereo not drawn)	-8%	-6%
CC(Sc1nccn1C)C(=O)Nc1sc2c(c1C#N)CCCCC2 (stereo not drawn)	-6%	-3%

The listing continues.
SMILES	AID inh	UDG counterscr
CCN(CC)S(=O)(=O)c1ccc(NCc2ccccc2C#N)cc1	-6%	-8%
O=C(NCc1ccc(Cl)cc1)C1CCC(CNS(=O)(=O)c2ccccc2)CC1 (stereo not drawn)	?	-7%[57.5 µM]
CCC(=O)N1c2ccccc2CC1C(=O)NCCCN1CCN(c2ccc(OC)cc2)CC1 (stereo not drawn)	8%	13%
COc1ccccc1C(=O)Nc1ccc2oc(-c3cccc(Cl)c3Cl)nc2c1	-12%	9%[57.5 µM]
O=C(/C=C/c1c(Cl)cccc1Cl)c1ccc(O)cc1	-11%	6%
Cc1ccc(-n2nnnc2C(C)(C)N2CCOCC2)cc1	-4%	-1%
CCc1ccc(C(C)NC(=O)Cc2ccc(C)s2)cc1 (stereo not drawn)	2%	-7%
COC(=O)c1ccc(Cl)cc1NC(=O)Nc1nnc(N(C)C2CCCCC2)s1	?	-13%
O=C(c1cc2cc(Br)ccc2o1)c1ccc(F)cc1F	-7%	2%
CC(=O)Nc1cccc(C(C)NC(=O)Nc2cc(Cl)cc(Cl)c2)c1 (stereo not drawn)	-19%	-10%
Cn1c(=O)c2c(-c3ccc(F)cc3)[nH]cc2n(C)c1=O	-2%	1%
CC(C)NC(=O)C(c1ccccc1)N1Cc2ccccc2C1=O (stereo not drawn)	6%	1%
O=C(NCCNC(=O)c1cc2ccccc2[nH]1)C(=O)Nc1cccc2ccccc12	6%	1%
COc1cc(OC)c(OC)cc1CC1C(=O)Nc2ccc(Br)cc21 (stereo not drawn)	-4%	-5%
CCN(CC)CCNC(=O)c1cn(CC)c2ccc(S(=O)(=O)N(C)C3CCCCC3)cc2c1=O	-24%	-11%
Cc1c(Cl)cccc1-n1nnc(-c2nc(-c3ccc4c(c3)OCO4)no2)c1C	3%	-4%
C=C(Cl)COC(=O)c1ccc2c(c1)NC(=O)C(C)S2 (stereo not drawn)	-14%	-14%
CC1CCc2c(c(-c3ccccc3)nc3ccc4ccccc4c23)C1 (stereo not drawn)	-1%	3%
COc1ccc(CNC(=O)C(CC(C)C)N2Cc3ccccc3C2=O)cc1 (stereo not drawn)	-8%	7%
Cc1nnc(NC(=O)C(=O)c2cc(C)n(-c3ccc(C)c(C)c3)c2C)s1	-13%	-1%
CCCN(CC)c1ccc(/C=N/NC(=S)Nc2ccc(CC)cc2)cc1	-11%	-7%
COc1cccc(CNC(=O)c2sc3nc(C)cc(C)c3c2-n2cccc2)c1OC	-4%	-11%
Cc1cccc(N2CCN(c3ccc(C(=O)O)cc3NC(=O)c3cccc(Cl)c3)CC2C)c1 (stereo not drawn)	?	-3%
O=C1C2CCCCCC1CN(Cc1ccccc1)C2	-3%	6%
O=C(OCc1ccccc1)c1ccc(-c2nnn(Cc3ccccc3F)n2)cc1	-2%	20%
CC(=O)Nc1ccc(NC(=O)CSc2cn(CC(=O)N3CCOCC3)c3ccccc23)cc1	-1%	-11%
CCn1cnc2c1c(=O)n(CC(=O)O)c(=O)n2Cc1ccccc1	-5%	?
Cc1ccc(CNC(=O)CSc2nc3c(sc4ccccc43)c(=O)n2CCCC(=O)NCCO)cc1	3%	18%
COc1ccc(/C=C\C(=O)Nc2cccc3cccnc23)cc1OC	-14%	-21%
O=C(NC12CC3CC(CC(C3)C1)C2)c1csc2c1CCCC2	-2%	-3%
Cc1cc(F)ccc1NC(=O)C1CCCN(c2nnc(-n3c(C)ccc3C)s2)C1 (stereo not drawn)	1%	-16%
C#CCSc1nc(-c2ccccc2)cc(-c2ccccc2)c1C#N	?	-6%
Cc1ccc(N2N=C(c3ccccc3)CCC2=O)cc1	-4%	-1%
O=C(COC(=O)c1c[nH]c2ccccc12)NC1CC1	8%	11%
COc1cccc(C(=O)Nc2ccc(NC(=O)c3ccc(C(C)(C)C)cc3)cc2)c1	2%	28%
CC(=O)N[C@@H](C(=O)O)C(C)C	3%	7%

Profiles from above. Values in the order: AID inh | UDG counterscr
Results for CCn1cnc2c1c(=O)n(CC(=O)O)c(=O)n2Cc1ccccc1 = -5% | ?
Results for COc1cccc(C(=O)Nc2ccc(NC(=O)c3ccc(C(C)(C)C)cc3)cc2)c1 = 2% | 28%
Results for Cc1ccc(N2N=C(c3ccccc3)CCC2=O)cc1 = -4% | -1%
Results for Cc1ccc(CNC(=O)CSc2nc3c(sc4ccccc43)c(=O)n2CCCC(=O)NCCO)cc1 = 3% | 18%

Another view of two compounds above.
SMILES,AID inh,UDG counterscr
Cc1ccc(CNC(=O)CSc2nc3c(sc4ccccc43)c(=O)n2CCCC(=O)NCCO)cc1,3%,18%
COc1ccc(/C=C\C(=O)Nc2cccc3cccnc23)cc1OC,-14%,-21%

Additional compounds
SMILES	AID inh	UDG counterscr
CC(CCc1ccccc1)NC(=S)NC1CC2CCC1C2 (stereo not drawn)	-12%	-2%
COc1ccc(C(=O)Nc2cc3c(cc2N2CCCC2)n(C)c(=O)c(=O)n3C)cc1OC	442%[activator]	-4%
Cc1ccc2c(C)c(C(=O)NCC(c3ccc(Cl)cc3)N3CCOCC3)oc2c1 (stereo not drawn)	?	-16%
Cn1c(=O)c2c(nc(SCC(=O)Nc3ccc(OC(F)(F)F)cc3)n2Cc2cccc(C(F)(F)F)c2)n(C)c1=O	-7%	-12%
Cc1ccc(/C=N/NC(=O)C2CC2)s1	-1%	0%
COc1ccc(-c2nc3ccccc3c(=O)n2CCOc2ccccc2OC)cc1	-4%	1%
O=C(CN1C(=O)CSc2ccc(S(=O)(=O)N3CCCC3)cc21)NCc1ccc(Cl)cc1	-1%	14%[57.5 µM]
COc1ccc(-c2nn(-c3ccccc3)cc2C(=O)NCC(C(C)C)N2CCOCC2)cc1 (stereo not drawn)	-19%	-7%
O=C(CN1C(=O)c2cccnc2Sc2ccccc21)Nc1cc(F)ccc1F	3%	2%
CC(C)NC(=O)c1nn(C)c2c1CS(=O)(=O)c1ccccc1-2	2%	-3%
CCOc1cccc2sc(N(Cc3cccnc3)C(C)=O)nc12	-18%	62%[activator]
COc1ccc2nc(NC(=O)c3nc(SCc4ccc(F)cc4)ncc3Cl)sc2c1	8%	-19%
CCc1cccc(NC(=O)CN2C(=O)CCc3cc(S(=O)(=O)N4CCOCC4)ccc32)c1	-14%	-2%
